From PubChem
ERp5 inh: inhibitors of human ERp5. actives 0.05% (n = 350,000). inhibition, % at 9.99 µM. ERp5 insulin aggregation, absorbance 650 nm, 90 min. Q15084;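 active = mean replicate inhibition above about 25%, with every replicate also reaching it, limit read from the data, passing the limit was not always enough; inconclusive = only one of those two criteria met; inactive = neither criterion met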
Target sequence (Q15084 whole entry, looked up): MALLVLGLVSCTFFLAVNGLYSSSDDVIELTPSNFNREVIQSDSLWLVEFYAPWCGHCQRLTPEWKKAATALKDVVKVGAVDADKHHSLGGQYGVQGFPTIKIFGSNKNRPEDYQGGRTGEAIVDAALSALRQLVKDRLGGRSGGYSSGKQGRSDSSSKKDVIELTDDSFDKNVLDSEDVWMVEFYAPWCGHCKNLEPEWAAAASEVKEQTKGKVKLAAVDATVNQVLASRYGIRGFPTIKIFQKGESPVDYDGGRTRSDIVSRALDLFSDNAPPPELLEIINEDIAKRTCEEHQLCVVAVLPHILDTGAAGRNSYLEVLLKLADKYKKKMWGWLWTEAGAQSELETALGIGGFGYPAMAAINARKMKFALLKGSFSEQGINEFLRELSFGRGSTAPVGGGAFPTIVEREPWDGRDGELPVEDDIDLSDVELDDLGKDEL
Casp6 inh: blocks human caspase-6 cleavage activity; actives 0.53% (n = 350,000); purified caspase-6, Z-VEID-R110 cleavage fluorescence; P55212; inhibition, % at 12.5 µM;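 active = mean inhibition across replicates at least about 35%, with every replicate also reaching that limit, limit read from the data; inconclusive = only one of the two criteria met; inactive = neither criterion met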;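 note: 0% = median of neutral control wells and 100% = no fluorescence left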
Target sequence (P55212 24-179 limits assumed): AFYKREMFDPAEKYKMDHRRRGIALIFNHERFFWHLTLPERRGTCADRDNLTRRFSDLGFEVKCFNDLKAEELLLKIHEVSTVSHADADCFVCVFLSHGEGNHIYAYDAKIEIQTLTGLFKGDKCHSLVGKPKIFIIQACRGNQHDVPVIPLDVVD
Target sequence (P55212 194-293 limits assumed): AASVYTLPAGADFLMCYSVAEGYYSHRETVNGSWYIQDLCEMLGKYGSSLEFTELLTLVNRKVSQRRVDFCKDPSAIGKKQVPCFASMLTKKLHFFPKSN
SIRT5 inh: blocks human SIRT5 desuccinylation of peptide. Q9NXA8. actives 1.1% (n = 330,000). inhibition, % at 15 µM. Purified SirT5, succinyl-peptide AMC, trypsin-coupled fluorescence; in the data active = inhibition above about 15%; inconclusive = no clear call, values can overlap the other calls
Target sequence (Q9NXA8 whole entry, looked up): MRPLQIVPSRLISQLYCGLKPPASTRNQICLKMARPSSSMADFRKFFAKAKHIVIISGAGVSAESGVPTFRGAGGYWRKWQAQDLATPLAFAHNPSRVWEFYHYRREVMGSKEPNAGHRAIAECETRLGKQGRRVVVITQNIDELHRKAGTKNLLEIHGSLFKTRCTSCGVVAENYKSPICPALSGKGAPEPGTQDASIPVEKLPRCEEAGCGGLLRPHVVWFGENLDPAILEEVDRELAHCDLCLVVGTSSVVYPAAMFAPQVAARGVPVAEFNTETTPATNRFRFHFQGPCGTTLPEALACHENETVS
F508del corr: CFTR F508del correction in bronchial cells. CFBE cells, YFP halide quenching; stimulated with forskolin plus potentiator P3; % fluorescence drop versus neutral controls. activity (quench increase), % at 7.58 µM. actives 0.36% (n = 350,000);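 active = mean added fluorescence quench of at least 8% versus neutral control, with both replicates also reaching 8%; inconclusive = only one of the mean or replicate conditions met; inactive = mean below 8% and not both replicates reaching 8%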;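 note: cells transiently co-express mutant CFTR-F508del with the halide-sensitive YFP; corrector assay measuring rescue of mutant channel to the surface after 24 h compound exposure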
miR-122 sensor: inhibitors of miR-122 in Huh7 cells | Huh7 miR-122 Renilla luciferase sensor, 48 h; neutral wells = 0, positive control = 100 | activation (reporter increase), % at 12.5 µM | actives 0.3% (n = 340,000);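 active = mean replicate activation score at least 90 and every replicate individually at or above 90; inconclusive = only one of the two criteria met; inactive = neither criterion met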;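 note: higher luciferase means less miR-122 activity so hits act as miR-122 inhibitors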
DENV2 CPE rescue: DENV2-induced cell death inhibition; actives 1.7% (n = 350,000); AID 651640; CPE inhibition, % at 9.99 µM; DENV2-infected cells, cytopathic effect rescue, plate reader; in the data active = CPE inhibition above about 20%, passing the limit was not always enough; inconclusive = no clear call, values can overlap the other calls; tested in BHK-21 cells;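 note: 0% = median of neutral control wells and 100% = median of positive control wells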
ERAP1 inh: blocks human ERAP1 aminopeptidase activity. Q9NZ08. recombinant ERAP1, Leu-AMC fluorescence, 60 min. AID 652197. actives 0.15% (n = 340,000). inhibition, % at 10.7 µM;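 active = mean replicate inhibition of at least 30%, or all replicates individually reaching that 30% level; inactive = mean below 30% and not every replicate reaching it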;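 note: 0% = neutral control wells and 100% = L-leucinethiol positive control wells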
* hit, by the source's call; ? = inconclusive; nt = not tested or not shown; & = joins results of further samples; [ ] = another dose, or the depositor's remark.

SMILES	ERp5 inh	Casp6 inh	SIRT5 inh	F508del corr	miR-122 sensor	DENV2 CPE rescue	ERAP1 inh
COC(=O)C1=C(c2ccc(-c3ccccc3)c(F)c2)C[C@@H]2CC[C@H]1N2C(=O)N1CCC(C)CC1	-2	-2	1	-0.9	-1	-1	-3
O=c1[nH]c2cc(Cl)ccc2n1C1CCN(Cc2ccc(-c3nc4ccc(F)cc4nc3-c3ccccc3)cc2)CC1	1	-1	1	-1.1	nt	-10	-6
CCN(CC)C(=O)c1ccc(NC(=O)Nc2ccccc2F)cc1	-3	5	1	0.9	nt	-4	4
CN1C(=O)C(=Cc2ccccc2OCc2ccc(Cl)cc2)C(=O)N(C)C1=O	0	4	112*	1.4	nt	-4	2
CC12CCC(=O)C=C1CC(O)C1C2CCC2(C)C1CCC2(C)O (configuration not stated)	4	-1	-2	2.2	nt	-11	2
Oc1ccccc1-[n+]1c(-c2ccccc2)cc(-c2ccccc2)c(O)c1-c1ccccc1	6	5	-2	-1.0	36	0	0
COc1cc(C)c(-c2nc(CN3C[C@@H]4C[C@@H](C3)c3cccc(=O)n3C4)c(C)o2)cc1C	5	nt	-1	-2.0	-4	4	0
CC1=C2[C@@H]3OC(=O)[C@H](C)C3CC[C@@]2(C)C=CC1=O (some centres not stated)	2	-1	-4	-2.3	-9	5	1
CCOc1ccc(-c2cc(C)[n+](CCN(CC)CC)c(-c3ccc(OCC)cc3)c2)cc1	-3	-6	5	2.7	nt	-14	2
COc1ccc([C@@H](O)[C@@H](N)c2ccccc2)cc1	0	7	-2	-0.4	-2	-5	-2
Cc1ccc(-c2cc(C(=O)N3CCC4(CC3)OCCO4)no2)cc1	-2	8	7	-0.2	nt	-2	2
CC(CC(C#N)(c1ccccc1)c1ccccc1)N1CCCCC1 (configuration not stated)	2	4	nt	0.0	-2	-15	2
COC(=O)[C@@H]1[C@@H](CO)[C@@H]2Cn3c(ccc(-c4cccc(OC)c4)c3=O)[C@H]1N2CC1CC1	-1	-3	-4	nt	nt	-1	-1
CCC1C(c2ccccc2)NC(c2ccccc2)CC1(O)c1ccc(F)cc1 (configuration not stated)	-1	4	-1	2.5	25	4	-2
Nc1c2c(nc3sc4c(c13)CCCCC4)CCCC2	4	-1	-4	nt	-8	0	0
CCOC(=O)C1CCN(/C=C2/C(=O)NC(=O)N(c3ccc(OCC)cc3)C2=O)CC1	?	-3	-6	0.5	2	-6	1
ClCCN(CCCl)c1ccc(-n2cnc3c(Cl)ncnc32)cc1	10	-3	nt	-7.2	21	-1	-1
CNC(=S)N(C)CCc1cc2c(c(OC)c1C=C1C(=O)NC(=O)NC1=O)OCO2	-1	1	0	-1.0	2	2	-1
Cc1ccsc1C(=O)C1CCCN(Cc2ccc(O)cc2)C1 (configuration not stated)	-2	3	4	-0.3	nt	1	-3
C=CCCC1(C(C)C)C(=O)NC(=S)NC1=O	4	-1	-2	-6.1	nt	8	-2
COC(=O)[C@H]1[C@H](CO)[C@H]2Cn3c(ccc(/C=C/c4ccccc4)c3=O)[C@@H]1N2C(=O)C1CCC1	-2	1	-102	-2.8	-3[16.7 µM]	-2	-313
COC(=O)C1=C(c2ccc(F)cc2OCc2ccccc2)C[C@@H]2CC[C@H]1N2C(=O)NCc1ccc(OC)c(OC)c1	-3	1	1	-1.4	0	?	2
COc1ccc(C#Cc2ccc([C@H]3[C@H]4CN(C(=O)Cc5ccccc5)CCCCN4[C@H]3CO)cc2)cc1	6	-2	-3	1.5	-5[16.7 µM]	15	3
COc1ccc(-n2c(=S)[nH]c3ccc(C)cc3c2=O)cc1	-6	nt	-1	5.8	-4	-3	-3
CCN1CCN(Cc2ccccc2C)CC1	13	-3	1	nt	15	nt	1
SMILES	ERp5 inh	Casp6 inh	SIRT5 inh	F508del corr	miR-122 sensor	DENV2 CPE rescue	ERAP1 inh
CC/C=C/CC(=O)N[C@@H](c1ccccc1)[C@@H](O)C(=O)O[C@H]1C[C@@]2(O)[C@@H](OC(=O)c3ccccc3)C3[C@](C)(C(=O)[C@H](OC(C)=O)C(=C1C)C2(C)C)[C@@H](O)C[C@H]1OC[C@@]31OC(C)=O (some centres not stated)	3	2	-1	17*	-1	28*	-1
COc1ccc(-c2cc(=O)c3c(OC)c(OC)c(OC)cc3o2)cc1	-1	-1	2	-0.6	-21	4	-3
O=c1oc2ccccc2c(O)c1C(c1ccc([N+](=O)[O-])cc1)c1c(O)c2ccccc2oc1=O	4	24	7	-1.0	10	-1	-1
FC(F)(F)c1ccc(-c2ccc3c(c2)CNCc2cnnn2-3)cc1	-6	1	5	-3.2	-1	?	-5
O=C1NC(=O)C(=Cc2ccccc2Oc2ccc(F)cc2)C(=O)N1	2	1	-3	2.0	nt	-1	0
Cc1cccc(-n2c(/C=C/c3ccccn3)nc3ccccc3c2=O)c1	-3	-2	-5	-2.7	-9	16	-1
CN1CCC2(O)OCCCC2C1 (configuration not stated)	-5	-5	-2	-2.1	nt	3	-2
CC(CN1CCOCC1)C(C#N)(c1ccccc1)c1ccccc1 (configuration not stated)	-4	-2	nt	-2.1	-5	12	1
CCN(CC)S(=O)(=O)c1ccc(NN=C(C#N)C#N)cc1	-1	2	-2	nt	nt	-1	4
Cc1ccc2cc(C=C(C#N)C#N)c(Cl)nc2c1	-7	7	0	nt	nt	3	-1
Cc1ccccc1N1C(=O)CC(=O)N(c2ccccc2C)C1=O	-4	2	-1	nt	nt	-3	-1
CCOc1ccc(C(C)=O)cc1Cn1ccsc1=N	2	-3	-5	1.3	-6	7	1
O=[N+]([O-])c1ccc(N2CCNCC2)cc1N1CCCCCC1	1	-46	1	-2.9	-3	0	4
Cc1cc(OC(=O)N(C)C)nc(-c2ccc(C)c(Cl)c2)n1	0	7	-4	2.9	2	-7	nt
COC(=O)C1=C(c2ccc3ccccc3c2)C[C@@H]2CC[C@H]1N2C(=O)N1CCOCC1	-6	-2	-3	-5.9	-2	-9	1
COC(=O)C[C@]1(C(=O)OC)CN(C#N)N(c2ccc(Cl)cc2)C12c1ccccc1-c1ccccc12	-4	0	-2	nt	-15	nt	4
ClCCOCCCl	10	1	nt	3.6	-4	-5	5
O=C1NC(=O)N(Cc2ccccc2)C(=O)/C1=C\C=C\c1ccco1	6	60*	6	nt	-6	-3	16
Cc1cc(OCC(=O)N[C@@H](Cc2ccccc2)C(=O)O)c2c3c(c(=O)oc2c1)CCCC3	0	4	nt	3.6	1	-20	nt
O=C(N/N=C/c1c(O)n(CCc2ccccc2)c(=O)[nH]c1=O)c1ccccc1	2	2	-2	-2.2	-12	-2	nt
COCCOC(=O)C1=C(N)OC(C)=C(C(=O)OC)C12C(=O)Nc1ccccc12 (configuration not stated)	-17	-2	-6	-3.7	nt	-1	0
CCn1cc(C(=O)N2CCOCC2)c2ccccc21	3	-4	-7	1.8	0	-2	4
CC(=O)O[C@H]1CC[C@]2(C)C3CC[C@@]4(C)C(C[C@@H](O)[C@@H]4O)C3[C@@H](OC(C)=O)C[C@H]2C1 (some centres not stated)	-2	0	nt	0.3	-4	3	0
Cc1c(N=Nc2c(O)[nH]c(=O)[nH]c2=O)c(=O)n(-c2ccccc2)n1C	6	41*	3	0.8	5	-6	9
Cc1cccc(CCNCc2cc3ccc(C)cc3[nH]c2=O)c1	0	-2	0	1.1	8	1	3
SMILES	ERp5 inh	Casp6 inh	SIRT5 inh	F508del corr	miR-122 sensor	DENV2 CPE rescue	ERAP1 inh
NC(=O)c1ccc(N=Cc2c(O)n(Cc3ccco3)c(=O)[nH]c2=O)cc1	3	12	0	-0.8	nt	-6	0
Brc1ccc2[nH]cc(C=NN3CCCCCC3)c2c1	-5	-1	0	1.6	-5	13	-1
O=C(/C=C/C=C/c1ccccc1)CC1(O)C(=O)Nc2ccccc21 (configuration not stated)	-2	2	-1	-1.7	-1	-1	3
O=C(NCCN1CCC2(CC1)C(=O)NCN2c1ccccc1)c1cccs1	3	-3	nt	2.7	nt	-5	0
CC12CCC3c4ccc(OP(=O)(N5CC5)N5CC5)cc4CCC3C1CCC2=O (configuration not stated)	-3	-10	0	-1.1	nt	0	0
COc1ccccc1CN1CCN(C(=O)COc2ccc3ccccc3c2)CC1	-3	1	-2	-0.4	nt	0	-5
CCOCC1(CCc2ccccc2)C(=O)NC(=S)NC1=O	-2	0	1	-0.3	-4	16	-1
CCN1C(=O)c2ccccc2Sc2ccc(C(=O)N3CCC4(CC3)OCCO4)cc21	8	0	4	-1.6	-6	4	0
CN1C(=O)/C(=C/C=C/c2ccco2)C(=O)NC1=S	2	76*	12	-0.1	nt	-3	2
Cc1ccc(-c2nc3ccccc3c(=O)n2-c2ccc(O)cc2)cc1	-10	-3	-3	-2.4	-6	1	-4
CN(Cc1ccccc1)C(=O)CN1CCCC1=O	-18	-4	-2	-2.7	-3	?	5
COC(=O)[C@H]1[C@H](CO)[C@H]2Cn3c(ccc(/C=C/c4ccccc4)c3=O)[C@@H]1N2CC1CCCC1	3	3	-31	-1.4	-6[16.7 µM]	9	-20
COC(=O)[C@@H]1[C@@H](CO)[C@@H]2Cn3c(ccc(-c4ccccc4)c3=O)[C@H]1N2CC1CC1	-3	-2	1	-0.4	0[16.7 µM]	2	-2
CCCNC(=O)N1[C@H]2CC[C@@H]1C(C(=O)OC)=C(c1cccc(C#N)c1)C2	7	0	nt	0.2	-5	-6	nt
Cc1ccc(C(=O)N[C@@H](C)CN2C3=NC[C@@H](Cc4ccccc4)N3C[C@H]2Cc2ccc(O)cc2)cc1Br	5	0	3	2.9	nt	3	-4
O=C1NC(=O)C(CCc2ccncc2)(CCc2ccncc2)C(=O)N1CCc1ccc(F)cc1	2	-2	4	-1.5	1	-1	1
CN(C)C(=O)Oc1ccc(NC(=O)N2CCOCC2)cc1	4	-2	2	1.9	-4	0	0
Oc1ccccc1/C=N/NP(=S)(c1ccccc1)c1ccccc1	1	-6	-3	-1.5	nt	-4	-1
Nc1ccccc1C(=O)OCC(=O)N1CCc2ccccc21	1	-3	-1	nt	-2	nt	3
CN1CCN(c2nc3ccccc3c(=O)n2-c2ccccc2)CC1	4	0	2	1.4	-3	4	0
NC(=O)OCCSc1nnc(-c2cccc(C(N)=S)c2)o1	-1	-4	4	-1.4	7	-3	0
COC(=O)C1=C(c2cccc(OC)c2OC)C[C@@H]2CC[C@H]1N2C(=O)N1CCC(O)CC1	-4	-2	0	-1.8	-3	0	-1
O=C1NS(=O)c2cc([N+](=O)[O-])cc([N+](=O)[O-])c21 (configuration not stated)	1	4	-6	3.1	-16	1	-11
CC(C)N(CCC(C(N)=O)(c1ccccc1)c1ccccn1)C(C)C (configuration not stated)	-3&-5	0&-2	3&1	5.5&-4.2	-3&0	2&0	-1&-3
CCCCN1C(=O)/C(=C/C=C/c2ccco2)C(=O)NC1=S	?	78*	38*	-4.1	-7	-1	7
SMILES	ERp5 inh	Casp6 inh	SIRT5 inh	F508del corr	miR-122 sensor	DENV2 CPE rescue	ERAP1 inh
c1ccc(Cc2cnc(N3CCNCC3)nc2)cc1	-3	14	-5	-2.8	nt	-1	64*
CCCCC(=O)N/N=C/c1c(O)n(Cc2ccc(F)cc2)c(=O)[nH]c1=O	8	-4	-1	2.1	nt	-5	nt
O=C1C(=Cc2ccccc2)N2CCC1CC2	-3	1	1	1.8	nt	29*	-3
COc1ccc(C(O)(c2ccccc2)c2ccncc2)cc1 (configuration not stated)	-1	1	nt	-4.8	nt	?	2
O=C(Cc1ccccc1)N1CC2(C1)[C@H](c1ccccc1)[C@H](CO)N2Cc1cccc(F)c1	-1	0	-1	2.9	nt	5	-1
CC(C)(C)c1ccc(C(=O)C2CCCN(Cc3ccon3)C2)cc1 (configuration not stated)	1	-1	2	-1.5	nt	-8	11
C=CCn1c(O)c(C(C)=NC2CCN(Cc3ccccc3)CC2)c(=O)[nH]c1=O	3	-3	4	-1.6	-5	11	nt
O=C1c2ccccc2-c2cc3ccccc3cc21	5	3	0	2.6	3	-12	-6

Only part of the results is shown; rates above refer to the full screens.
